Compound activity as filed in PubChem.
KCNH2 WT inh: inhibitors of human wildtype KCNH2 potassium channel; Q12809; U2OS, BacMam KCNH2, thallium flux FluxOr; stronger effect = lower value; activity change, % at 1.84 µM; 340,000 compounds, 0.37% hits;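 active = maximum activity change below -70%; inconclusive = maximum activity change between -70% and -50%; inactive = maximum activity change above -50%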; note: % is set by controls: 0 for no effect and ±100 for the full control effect
Target sequence (Q12809 whole entry, looked up): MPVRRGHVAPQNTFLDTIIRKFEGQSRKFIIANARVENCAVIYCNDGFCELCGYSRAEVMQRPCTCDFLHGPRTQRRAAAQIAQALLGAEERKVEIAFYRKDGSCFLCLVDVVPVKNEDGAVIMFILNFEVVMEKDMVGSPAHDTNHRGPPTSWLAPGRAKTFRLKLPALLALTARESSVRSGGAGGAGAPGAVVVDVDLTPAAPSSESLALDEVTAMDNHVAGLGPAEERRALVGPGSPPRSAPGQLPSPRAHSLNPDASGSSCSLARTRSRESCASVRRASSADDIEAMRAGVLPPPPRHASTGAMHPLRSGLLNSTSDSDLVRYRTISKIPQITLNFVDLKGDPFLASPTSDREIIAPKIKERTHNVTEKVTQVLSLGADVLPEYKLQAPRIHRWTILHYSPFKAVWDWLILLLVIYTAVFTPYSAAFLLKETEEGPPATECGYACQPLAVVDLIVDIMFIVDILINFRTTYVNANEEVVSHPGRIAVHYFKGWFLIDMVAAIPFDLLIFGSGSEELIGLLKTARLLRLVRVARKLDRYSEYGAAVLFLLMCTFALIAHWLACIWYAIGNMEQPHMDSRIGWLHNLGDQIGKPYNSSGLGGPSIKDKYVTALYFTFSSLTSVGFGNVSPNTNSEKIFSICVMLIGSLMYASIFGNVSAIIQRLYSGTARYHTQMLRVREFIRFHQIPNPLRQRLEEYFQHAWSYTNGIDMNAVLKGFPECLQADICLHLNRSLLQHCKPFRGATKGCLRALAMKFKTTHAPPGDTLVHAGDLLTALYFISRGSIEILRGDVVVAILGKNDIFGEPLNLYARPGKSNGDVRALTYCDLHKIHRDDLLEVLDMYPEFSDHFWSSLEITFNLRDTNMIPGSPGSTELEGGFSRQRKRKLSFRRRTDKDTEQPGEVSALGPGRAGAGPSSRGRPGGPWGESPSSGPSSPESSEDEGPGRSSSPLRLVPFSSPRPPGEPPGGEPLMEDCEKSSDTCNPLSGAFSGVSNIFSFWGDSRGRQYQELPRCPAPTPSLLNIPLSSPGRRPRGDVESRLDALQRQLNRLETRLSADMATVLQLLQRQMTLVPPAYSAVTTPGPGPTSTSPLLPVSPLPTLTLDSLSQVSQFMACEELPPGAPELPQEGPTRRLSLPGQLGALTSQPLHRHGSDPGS
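U2OS cells were transduced with wild-type KCNH2 virus (2.03 x 10^8 / mL) for 4 h at room temperature, then cultured overnight at 37 C. Thallium flux was read with FluxOr dye. Rate constants were normalized to DMSO controls.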
FBPA coupling cs: inhibits coupling enzyme system, counter-screen for aldolase hits; activity change, negative = inhibition, % at 58.2 µM, hits read low; 290,000 compounds, 0.67% hits; coupling enzyme system counterscreen, AmpLite Red fluorescence; AID 2472; in the data active = activity change below about -30%; note: % is set by controls: 0 for no effect and ±100 for the full control effect
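First, compound is pin-transferred into glyceraldehyde-3-phosphate coupling-enzyme reagent at 57.5 uM final and held 10 min at RT. Next, substrate, coupling system and AmpLite Red are added. After 20 min RT, fluorescence (525/598 nm) is read.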
Giardia killer: Giardia lamblia killing | AID 540267 | 340,000 compounds, 0.15% hits | Giardia lamblia trophozoite viability | activity change, % at 7.66 µM, hits read low; in the data active = activity change below about -80%; inconclusive = between about -30% and that limit;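 note: parasites exposed to compound for two days anaerobically before the ATP read; % is set by controls: 0 for no effect and ±100 for the full control effect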
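Trophozoites 100 cells/well + cpd; 48 hrs, 37 deg C, anaerobic. ATPLite 1-Step added, 15-30 min RT, luminescence read (ATP-based viability).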
A-T KAP1 phos: potential ataxia-telangiectasia treatments restoring KAP-1 phosphorylation | Potency, µM (titrated, usually from 57.5 µM), inactives show at the highest dose activation, actives largely listed as activators | 320,000 compounds, 0.19% hits | […] A-T fibroblasts, KAP-1 phosphorylation AlphaLISA; neocarzinostatin DNA damage 30 min before lysis; note: potency is the fitted concentration of half-maximal effect; % of control where 0% means no effect; nearly all actives have a fitted effect of over 45% in size
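ATM-like activity read as KAP-1 phosphorylation via AlphaLISA donor/acceptor antibody pairs after lysis and 6 hr at 25C. Cells were ATM-null patient fibroblasts ([…], hTERT), dosed 60 min, then exposed to the DSB inducer NCS for 30 min.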
Tb PFK inh: T. brucei PFK enzyme inhibition; 330,000 compounds, 0.17% hits; T. brucei PFK, ADP-Glo luminescence; Potency, µM (highest dose often 57.5 µM), for the others: top-dose activity, negative = inhibition, actives largely listed as inhibitors;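 note: potency is the fitted concentration of half-maximal effect; 0% = uninhibited 1x PFK enzyme wells and -100% = no-enzyme wells; nearly all actives have a fitted effect of over 60% in size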
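1.25 nM PFK with 0.5 mM F6P and 0.1 mM ATP in 0.1 M TEA pH 8.0, 5 mM MgCl2, incubated 45 min at room temperature; ADP measured by ADP-Glo luminescence; compounds titrated up to 57 uM.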
GALK inhibitor: blocks human galactokinase activity. Purified GALK, Kinase-Glo residual ATP luminescence. AID 1868. Potency, µM (doses to about 57.5 µM), for inactives: at the top dose activity change, negative = inhibition, actives largely listed as inhibitors. 270,000 compounds, 0.007% hits; note: potency is the fitted concentration of half-maximal effect; % is set by controls: 0 for no effect and ±100 for the full control effect
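ATP-depletion format; final 35 uM ATP, 100 uM D-galactose, 5 nM enzyme; pH 8.0 HEPES/Mg2+ buffer; 60 min RT; luminescence read 10 min after detection reagent.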
BCR signal inh: inhibitors of chronic active B-cell receptor signaling. ABC-DLBCL IkBa-CBG/CBR reporter, luminescence ratio, 4 h. AID 493014. 340,000 compounds, 0.05% hits. Potency, µM (highest dose often 46.1 µM), for the others: at the top dose ratio change, negative = lower green/red ratio, usual class: inhibitors; active = well fitted inhibition curve with a large enough effect in the signal ratio, with a control signal flat, not every such curve was filed as active; inconclusive = small, poorly fitted or top-dose-only effect, or effect the other way, or a change in a side signal; the % refers to the signal ratio;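 note: potency is the fitted concentration of half-maximal effect; plate controls were basal doxycycline-induced cells for no effect and cells given 10 µM MG132 for full effect; MG132 reads +100%, hits lower the ratio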
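Concentration-response series (up to 46 uM) were applied to TMD8 dual-reporter cells for 4 h at 37C with doxycycline. Green/red ratio, after filter-overlap correction, defined %Activity; red signal alone was normalised to basal cells and zero luminescence.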
CXXC DNA block: blocks binding of human MLL CXXC domain to DNA | Q03164 | MLL-CXXC / FITC-HOXA9 DNA fluorescence polarization | Potency, µM (doses to about 115 µM), inactives show at the top dose activity change, negative = inhibition, actives largely listed as inhibitors | 290,000 compounds, 0.037% hits; active = well fitted inhibition curve with a large enough effect in the polarisation, with a control signal flat, not every such curve was filed as active; inconclusive = small, poorly fitted or top-dose-only effect, or effect the other way, or a change in a side signal; inactive = no such curve, though single readings can be large or run the other way; the % refers to the polarisation; note: potency is the fitted concentration of half-maximal effect
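Fluorescence polarization: 7 uM MLL-CXXC (stock) preincubated 5 min with compounds, then 50 nM fluorescein-HOX-A9 DNA (stock) added; 30 min ambient. Buffer 50 mM Tris-HCl pH 7.5, 50 mM NaCl, 1 mM DTT, 0.05% BSA.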
TSHR antagonist: antagonists of human thyroid stimulating hormone receptor. AID 504810. 330,000 compounds, 0.2% hits. TSHR-expressing cells, TSH-stimulated cAMP HTRF, 2 h; stronger effect = lower value. activity change, negative = inhibition, % at 11.5 µM;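 active = activity change below a set negative limit, meaning inhibition stronger than a set level, cut at about -70% in these data; inconclusive = activity change between two set negative limits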; note: % is set by controls: 0 for no effect and ±100 for the full control effect
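Competitive HTRF cAMP read-out (cryptate anti-cAMP antibody, cAMP-d2; 30 min, room temperature) in freshly harvested TSHR cells. Compounds added before TSH at EC80 (4nM final), followed by 2 hours' incubation at 37 deg C.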
TCR activator: T cell receptor activation. primary human leukocytes, anti-CD3, IL-2 HTRF, 48 h. Potency, µM (highest dose often 9.22 µM), without a hit: at the top dose activation of IL-2 secretion, usual class: activators. 330,000 tested, under 10 active; note: % of control where 0% means no effect
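Primary human leukocytes were stimulated with a-CD3 beads plus compounds for 48 hr without co-stimulation; secreted IL-2 was quantified by HTRF using a-IL-2-K (europium cryptate) and a-IL-2-d2, excited at 320nm with acceptor emission read at 665nm.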
* marks the source's active call; other numbers are inactive results; ? = inconclusive; . = not tested or not shown; & = joins results of further samples; [ ] = another dose, or the depositor's remark. Unless noted, calls come from the whole dose curve; as a rule, active = well fitted curve in the direction sought with a large enough effect; inconclusive = small, poorly fitted or top-dose-only effect, or another doubt; inactive = no such curve, though single readings can be large; an effect the other way counts as inactive or inconclusive.

Screens in order: Giardia killer, TCR activator, FBPA coupling cs, GALK inhibitor, CXXC DNA block, TSHR antagonist, KCNH2 WT inh, A-T KAP1 phos, Tb PFK inh, BCR signal inh
COC(=O)[C@@]12CCCCN1[C@H](c1ccc(-c3ccc(Cl)c(Cl)c3)cc1)[C@H]1C(=O)N(C)C(=O)[C@H]12
    22, -4%, ., ., ., -4, 4, -3%, 6%, -1%
CC(C(=O)NCC1(c2ccccc2)CCOCC1)N1CCOCC1 (stereo not drawn)
    -6, 6%, 3, 0%, 9%, 22, -19, 9%, -2%, -2%
Cc1ccc(C(=O)OCC(=O)c2c(N)n(C)c(=O)n(C)c2=O)cc1S(=O)(=O)N1CCCCC1
    -1, 2%[46.1 µM], 2, 0%, 2%, -6, -13, -2%, 0%, 2%
CC(C)(C)Nc1nc(-c2ccc3c(c2)CCN3C(=O)C2CC2)cs1
    -1, 10%, -13, 1%, 0%, -13, 0, -8%, 0%, ?
CCOCCn1c(-c2ccccc2)nc2ccccc21
    -7, -4%, -4, 1%, 0%, -8, -6, -15%, 1%, ?
CCC(=O)c1ccc(OCC(O)CN2CCN(c3ccccn3)CC2)cc1 (stereo not drawn)
    -2, 0%, -1, -1%, 3%, -1, 8, -1%, 3%, -1%
CC(C)(C)NC(=S)Nc1cccc(C(F)(F)F)c1
    -8, 10%, 5, 8%, 6%, 12, 3, 17%, -5%, -18%
CCCOc1ccc(-c2nnn(CC(=O)N3CCC(C)CC3)n2)cc1
    -6, 10%, -4, -4%, 3%, -12, 3, 3%, -2%, -1%
Cc1cccc(N(Cc2ccccc2)C(=O)CCl)c1
    -13, 4%, 2, 2%, -10%, 0, -2, 2%, -4%, ?
O=C(Nc1ccc(Cl)c(Cl)c1)OCc1cccnc1
    33[activator], ., -1, -1%, 5%, -9, 2, 2%, -17%, ?
C[C@H](NC(=O)c1ccco1)C(=O)NCCc1ccc(S(N)(=O)=O)cc1
    -16, -6%, 0, 4%, 17%, -15, 7, -8%, 3%, 0%
COC(=O)Nc1ccc(S(=O)(=O)N(CCO)CC(F)(F)C(F)F)cc1
    8, 6%, 0, 0%, -2%, 9, 1, 4%, 1%, 5%
O=C(NCc1ccc(Cl)cc1)N1CCOCC1
    27, ., 3, -2%, 14%, 18, -5, 5%, 0%, 0%
O=C(CCc1ccccc1)NNc1cc(N2CCCCC2)nc(N2CCCCC2)n1
    ?, 3%, -6, -4%, -10%, -2, -5, 0%, -3%, 6%
COC(=O)C1=C(C)N(Cc2ccccc2)C(=NCc2cccc(Cl)c2)N[C@H]1c1cccc(F)c1
    13, 2%, -4, ., ?, 10&-6, -15, -3%&-12%, 1%&-3%, ?
COc1ccc(CNC/C=C/c2ccccc2)cc1
    -25, ., 0, 0%, -18%, 3, 14, 4%, -4%, 1%
COc1ccc(/C=N/N=C/c2ccc(OC)c(O)c2)cc1O
    -4, 4%, ., 0%, -10%, -11, 5, -3%, -2%, 4%
COc1cccc(-c2ccc3ncnc(NCc4cccc(F)c4)c3c2)c1
    ., ., ., ., ., -27, ., -11%, 0%, ?
CCC(C)NCCCCOc1cc(C)cc(C(C)C)c1 (stereo not drawn)
    3, -1%[46.1 µM], 3, 2%, -4%, 13, 10, -3%, -1%, -9%
O=S(=O)(N/N=C1\CC(c2ccccc2)Oc2ccccc21)c1ccccc1 (stereo not drawn)
    2, -3%, 0, -1%, -3%, 63, -11, -1%, -1%, ?
Cc1ccnc(Nc2nc(-c3ccc(O)cc3)cs2)c1
    -8, ., 1, -3%, -1%, 8, 0, 10%, 0%, ?
COc1cc(C(=O)NCc2nnc(SCC(=O)Nc3nc4ccccc4s3)o2)cc(OC)c1OC
    -5, 5%[46.1 µM], -2, 2%, ?, 40, -14, -1%, -3%, ?
O=C(Cn1ncnn1)OCc1ccccc1Cl
    20, -3%, 1, 5%, 2%, 8, 6, 0%, 3%, 0%
Cn1ccs/c1=N\C(=O)Nc1cccc(C(F)(F)F)c1
    18, -1%, -2, 1%, 9%, -7, 19, 0%, 2%, ?
CC(C)COC(=O)C(C#N)c1nc2ccccc2nc1N1CCN(Cc2ccc3c(c2)OCO3)CC1 (stereo not drawn)
    19, 1%, -3, 4%, 20%, -1, ?, -1%, 4%, 1%
CSCCC(NC(=O)c1ccccc1)C(=O)NCCc1ccc2c(c1)OCCO2 (stereo not drawn)
    10, -6%, ., ., ., -4, -15, 2%, 1%, 0%
COc1ccccc1CNC(=O)C(=O)NCC1OCCN1C(=O)c1cccs1 (stereo not drawn)
    -13, 5%[46.1 µM], 0, -2%, 4%, -8, -21, 8%, 0%, -5%
CC1(C)CC(=O)C(C=Nc2ccc(N)cc2)=C(O)C1
    0, 3%, -21, 2%, ?, -5, -23, 0%, 0%, ?
Cn1c(=O)c2c(ncn2CC(=O)N2CCN(S(=O)(=O)c3ccc(F)cc3)CC2)n(C)c1=O
    13, -3%, ., ., ., 24, -4, -1%, 1%, 7%
Cc1ccc2cc(C)c3nnc(SCC(=O)Nc4nc5c(s4)CCCC5)n3c2c1C
    -9, 5%, -2, -4%, -6%, -7, 12, -7%, 1%, ?
Cc1cc[n+](CC(=O)Nc2cc(C(F)(F)F)ccc2Cl)cc1
    2, 8%, 0, -2%, 4%, 15, -2, 2%, 0%, 0%
O=C(CSc1nnnn1-c1ccccc1)NCc1cccs1
    28, -11%, 1, 0%, -1%, -8, 21, 4%, 0%, -1%
c1ccc2cc(-c3cc4ccccn4c3)ccc2c1
    0, 3%, 2, 0%, -4%, -9, 35, ., 1%, 19%
CC(=O)c1cccc(NC(=O)CN2C(=O)NC(C)(c3ccc4c(c3)OCCCO4)C2=O)c1 (stereo not drawn)
    9, -5%, ., ., ., -9, -11, -2%, 0%, -3%
Cc1cc(=O)n2[nH]c(C(F)(F)F)c(-c3ccccc3)c2n1
    18, -11%, 4, 0%, 7%, 1, 1, 1%, 0%, 4%
CN1C(=O)Cc2cc(S(=O)(=O)N3CCN(c4ccccc4F)CC3)ccc21
    3, 4%, 2, -1%, 1%, 24, -9, 2%, -20%, 10%
O=C(NCc1cccnc1)C1CC(=O)N(C2CCCCC2)C1 (stereo not drawn)
    -4, -2%, 1, 0%, -7%, -8, -5, 0%, -1%, -11%
C#CCOCCOCCOCCNc1nc(N2CCN(C(=O)CCCCCCCCCCNC(=O)[C@H](CO)n3cc(CCCCCN)nn3)CC2)nc(N2CCN(C(=O)CCCCCCCCCCNC(=O)[C@H](CCCN=C(N)N)n3cc(C[C@@H](C)CC)nn3)CC2)n1
    ., ., ., ., ., -12, ., 7%, 24%, ?
COc1ccc2[nH]c(=O)c(CN(C(C)=O)c3ccc(C)c(C)c3)cc2c1
    -17, ., -2, -2%, -7%, -6, 2, 4%, 6%, -16%
CN(C)CCCN1C(=O)C(O)=C(C(=O)c2cc3ccccc3o2)C1c1ccccc1 (stereo not drawn)
    10, -3%, 9, -1%, 3%, 39, 2, -6%, 1%, 3%
COc1ccccc1C(=O)Nc1nnc(SCC(=O)Nc2ccc3c(c2)oc2ccccc23)s1
    3, -6%[46.1 µM], -2, 1%, 11%, -5, -5, 1%, 1%, ?
O=C(COC(=O)c1c[nH]c(=O)[nH]c1=O)Nc1ccccc1
    2, -5%, 1, -1%, 2%, -9, -10, -2%, 0%, 5%
CC(=O)c1ccc(S(=O)(=O)N2CCCc3ccccc32)cc1
    2, ., -2, -2%, -2%, 4, 11, -1%, 0%, -1%
COc1cc(C(=O)NNC(=O)COc2ccc(C)cc2)ccc1OCC(=O)N1CCOCC1
    -5, 6%, ., ., ., 11, -19, 6%, -2%, 0%
Cc1ccccc1CSc1ncnc2ccccc12
    3, -2%, 2, 0%, -10%, -6, -5, 7%, 1%, 5%
COc1cc(OC)c(C2Oc3nc(SC)nnc3-c3ccccc3N2C(C)=O)cc1OC (stereo not drawn)
    0, 7%, 3, 2%, -5%, -9, -5, -4%, 0%, ?
CCCNC(=O)c1ccc2snnc2c1
    -1, -6%[46.1 µM], -5, -1%, -3%, 5, 0, -2%, -3%, -5%
Cc1ccc(/C=C/C(=O)c2ccccc(=O)c2O)cc1C
    -2, 3%[46.1 µM], 2, 0%, -6%, -19, 3, 4%, 1%, ?
O=S(=O)(c1ccc(Cl)nc1)N1CCCCC1
    0, -1%, 3, 0%, 18%, -6, 4, -1%, 2%, 4%
